RXFP1 agonist = qHTS Assay for Agonists of the Relaxin Receptor RXFP1; Relaxin receptor 1 (Homo sapiens), Q9HBX9; HEK293T-RXFP1 cAMP TR-FRET, 30 min; response scale: percent of porcine relaxin response, buffer zero; Potency, µM (doses to about 57.5 µM), inactives show at the highest dose activation, most hits filed as activators; 0.3% of 370,000 active; AID 2676, 2010; also: % is scaled to controls: 0 for no effect and ±100 for the full control effect; nearly all actives have a fitted effect of over 60% in size; many of its hits are not listed in these tables
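HEK293T cells stably expressing RXFP1 were pretreated with the PDE4 inhibitor Ro 20174, exposed to compounds for 30 min at 37C, lysed, and cAMP was read by TR-FRET. Data normalized to buffer (basal) and 29 nM porcine relaxin (100%).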
IDH1 R132H inh = qHTS for Inhibitors of mutant isocitrate dehydrogenase 1 (IDH1): qHTS; Isocitrate dehydrogenase [NADP] cytoplasmic (Homo sapiens), O75874; IDH1-R132H enzyme, NADPH consumption, diaphorase/resazurin fluorescence; Potency, µM (highest dose often 76.6 µM), for inactives: at the top dose activity change, negative = inhibition, actives largely listed as inhibitors; 0.093% of 390,000 active; AID 602179, 2012; also: % is scaled to controls: 0 for no effect and ±100 for the full control effect; nearly all actives have a fitted effect of over 65% in size
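IDH1-R132H (0.5 ug/mL) preincubated 30 min with compound, then NADPH (0.016 mM) and alpha-KG (2 mM) added; 80 min at RT, pH 7.5. Remaining NADPH coupled via diaphorase/resazurin to fluorescence (540/590 nm); concentration-response curves normalized to no-enzyme control.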
Vif-A3G inh = qHTS for Inhibitors of Vif-A3G Interactions: qHTS; DNA dC->dU-editing enzyme APOBEC-3G (Homo sapiens), Q9HC16; HeLa A3G-eYFP + Vif (tagged APOBEC3G with the HIV-1 protein that degrades it), YFP fluorescence, overnight; Potency, µM (series often up to 46.1 µM), without a hit: at the highest dose activity, negative = active, actives largely listed as inhibitors; 0.076% of 410,000 active; AID 602310, 2012;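 also: % is scaled to controls: 0 for no effect and ±100 for the full control effect; nearly all actives have a fitted effect of over 60% in size; hits raise eYFP signal because A3G escapes Vif-driven loss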
Target sequence (Q9HC16 whole entry, looked up): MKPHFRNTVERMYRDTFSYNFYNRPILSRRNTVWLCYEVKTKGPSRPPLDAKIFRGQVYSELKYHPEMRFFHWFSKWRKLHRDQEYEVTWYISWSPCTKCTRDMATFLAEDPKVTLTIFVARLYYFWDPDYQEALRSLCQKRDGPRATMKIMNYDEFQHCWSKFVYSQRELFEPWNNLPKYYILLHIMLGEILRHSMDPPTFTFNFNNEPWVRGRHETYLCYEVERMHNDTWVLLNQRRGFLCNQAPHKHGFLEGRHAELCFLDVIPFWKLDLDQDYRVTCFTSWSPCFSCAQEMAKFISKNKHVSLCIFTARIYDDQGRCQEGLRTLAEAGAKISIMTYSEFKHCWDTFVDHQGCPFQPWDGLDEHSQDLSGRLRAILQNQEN
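HeLa cells stably expressing Vif and C-terminally eYFP-tagged A3G, seeded overnight at 37 deg C, then exposed to compound by pintool overnight at 37 deg C. Rise in yellow fluorescence (Ex 488/Em 500-530, Acumen) marks blocked Vif-driven A3G degradation.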
RGS4 inh = Inhibitors of Regulator of G Protein Signaling (RGS) 4: qHTS; Regulator of G-protein signaling 4 (Homo sapiens), P49798; Transcreener GDP fluorescence polarization, RGS4-accelerated GTP hydrolysis; Potency, µM (doses to about 114 µM), for inactives: at the highest dose activity change, negative = inhibition, actives largely listed as inhibitors; 0.039% of 390,000 active; also: % is scaled to controls: 0 for no effect and ±100 for the full control effect; nearly all actives have a fitted effect of over 75% in size; some results filed as inactive show a strong effect at the top dose
Target sequence (P49798 whole entry, looked up): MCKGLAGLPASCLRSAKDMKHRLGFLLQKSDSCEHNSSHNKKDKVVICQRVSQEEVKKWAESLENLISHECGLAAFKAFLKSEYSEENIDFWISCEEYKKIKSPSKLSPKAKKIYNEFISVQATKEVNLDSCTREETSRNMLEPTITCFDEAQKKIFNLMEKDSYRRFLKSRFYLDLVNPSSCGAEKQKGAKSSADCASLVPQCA
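MLSMR compounds (23 nl, pin-transferred) preincubated 10 min at room temperature with a 500nM (2x) first reagent, then RGS4 at 900nM (2x) plus Transcreener GDP mix added; fluorescence polarization (620/688 nm) read before and after 90 min at 30 °C.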
TrxR1 inh = qHTS Assay for Inhibitors of Mammalian Selenoprotein Thioredoxin Reductase 1 (TrxR1): qHTS; AID 588453, 2011; Potency, µM (titrated, usually from 114 µM), for inactives: top-dose activity change, negative = inhibition, most hits filed as inhibitors; recombinant rTrxR1, NADPH fluorescence consumption, selenite substrate; 1% of 390,000 active; Thioredoxin reductase 1, cytoplasmic (Rattus norvegicus), O89049; also: % is scaled to controls: 0 for no effect and ±100 for the full control effect; nearly all actives have a fitted effect of over 65% in size
Target sequence (O89049 whole entry, looked up): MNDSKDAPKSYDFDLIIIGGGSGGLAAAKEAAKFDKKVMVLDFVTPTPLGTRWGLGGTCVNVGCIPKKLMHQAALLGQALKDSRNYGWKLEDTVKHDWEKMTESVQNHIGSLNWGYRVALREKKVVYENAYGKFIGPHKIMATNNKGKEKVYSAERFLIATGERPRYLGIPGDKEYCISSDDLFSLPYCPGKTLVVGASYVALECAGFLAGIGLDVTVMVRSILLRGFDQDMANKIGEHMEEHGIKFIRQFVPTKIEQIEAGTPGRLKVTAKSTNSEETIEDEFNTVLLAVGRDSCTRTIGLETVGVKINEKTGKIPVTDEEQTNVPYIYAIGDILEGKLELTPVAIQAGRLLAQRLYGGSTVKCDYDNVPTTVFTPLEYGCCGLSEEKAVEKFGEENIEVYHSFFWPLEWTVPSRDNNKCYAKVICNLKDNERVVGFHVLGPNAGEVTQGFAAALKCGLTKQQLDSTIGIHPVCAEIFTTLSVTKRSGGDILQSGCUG
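Rat TrxR1 (90 nM in the dispensed reagent) was pre-reduced with 400 uM NADPH for 5 min at room temperature, then incubated with compound for 15 min. After 400 uM selenite was added, NADPH fluorescence (Ex 340/Em 450 nm) was followed for 8 min.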
Vif-A3F inh = qHTS for Inhibitors of Vif-A3F Interactions: qHTS. HeLa A3F-eYFP + Vif (tagged APOBEC3F with the HIV-1 protein that degrades it), YFP fluorescence increase. Potency, µM (titrated, usually from 46.1 µM), inactives show top-dose activity, negative = active. 0.2% of 390,000 active. AID 602313, 2012; also: % of control where 0% means no effect; nearly all actives have a fitted effect of over 65% in size
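HeLa cells stably expressing A3F-eYFP plus Vif, plated and incubated overnight at 37 deg C, then exposed to compounds overnight at 37 deg C. Blocked degradation read as raised yellow fluorescence (Ex 488/Em 500-530).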
USP1-UAF1 inh = Inhibitors of USP1/UAF1: Primary Screen. Potency, µM (top dose mostly 57.1 µM), inactives show at the highest dose activity change, negative = inhibition, usual class: inhibitors. 0.23% of 390,000 active. recombinant USP1/UAF1, Ub-Rhodamine cleavage fluorescence; also: % is scaled to controls: 0 for no effect and ±100 for the full control effect; nearly all actives have a fitted effect of over 60% in size; inactives centre near -12
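USP1/UAF1 complex at 1 nM was preincubated with compound for 15 min at room temperature, then Ub-Rho substrate (150nM final) was added. Fluorescence (480/540 nm) was read kinetically, 6 reads every 60 seconds.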
ALOX12 inh = Primary qHTS assay for inhibitors of human arachidonate 12S-lipoxygenase (ALOX12): Round 2; purified 12hLO, xylenol orange hydroperoxide absorbance; 1.1% of 580,000 active; Potency, µM (doses to about 108 µM), for inactives: at the highest dose activity change, negative = inhibition, hits mostly inhibitors; also: % is scaled to controls: 0 for no effect and ±100 for the full control effect
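Purified human 12hLO (150 nM final) in 25 mM Hepes, 0.01% Triton X-100, pH 7.0 was preincubated 15 min at room temperature with compound. Then 40 uM arachidonic acid was added, 30 min. Hydroperoxide was read by Fe-XO absorbance ratio 573/405 nm.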
TrxR1 substrate = qHTS Assay for Substrates of Mammalian Selenoprotein Thioredoxin Reductase 1 (TrxR1): qHTS; purified TrxR1 substrate turnover, NADPH consumption readout; Potency, µM (doses to about 114 µM), without a hit: top-dose activity change, negative = substrate turnover; 0.01% of 390,000 active; also: % is scaled to controls: 0 for no effect and ±100 for the full control effect; nearly all actives have a fitted effect of over 50% in size
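Rat TrxR1, dispensed at 90 nM, was prereduced with 400 uM NADPH (final) for 5 min at ~22 deg C, then incubated with compound 15 min before 400 uM selenite. A first-read NADPH fluorescence drop versus no-compound background flagged substrates.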
* marks the source's active call; other numbers are inactive results; u = inconclusive; x = no result given; & = joins results of further samples; [ ] = dose if it differs, or a comment. Calls follow the shape of the dose curve; as a rule, active = well fitted curve in the direction sought with a large enough effect; inconclusive = small, poorly fitted or top-dose-only effect, or another doubt; inactive = no such curve, though single readings can be large; an effect the other way counts as inactive or inconclusive. Potency is read from the fitted curve at half-maximal effect. Not all compounds are listed; rates above refer to the full screens.

Codes: A = RXFP1 agonist; B = IDH1 R132H inh; C = Vif-A3G inh; D = RGS4 inh; E = TrxR1 inh; F = Vif-A3F inh; G = USP1-UAF1 inh; H = ALOX12 inh; I = TrxR1 substrate
> COc1ccccc1OCCCCNC(C)(C)C
  A: 0.7%	B: 3%	C: -7%	D: 20%	E: 8%	F: -7%	G: -25%	H: -5%	I: 10%

> O=C(O)c1cccc(S(=O)(=O)Nc2cccc3ccccc23)c1
  A: -0.7%	B: 1%	C: 0%	D: 14%	E: 15%	F: -12%	G: u	H: 1%	I: 6%

> COc1ccc(OC)c(NC(=O)c2nc(SCc3ccc(F)cc3)ncc2Cl)c1
  A: 0.1%	B: 8%	C: 10%	D: -11%	E: 6%	F: 2%	G: -2%	H: -4%	I: -7%

> COc1ccccc1C=NN=Cc1ccccc1OC
  A: x	B: 1%	C: -4%	D: u	E: 11%[11.4 µM]	F: 14%	G: -25%	H: -3%	I: 13%[57.1 µM]

> CN(CC(=O)Nc1cccc(F)c1)C(=O)c1cn(-c2ccccc2)nc1-c1ccccc1
  A: 1.5%	B: -3%	C: 6%	D: 2%	E: 14%	F: 3%	G: -16%	H: -12%	I: 2%

> CCCn1c2ccccc2c2nnc(SCCN3CCOCC3)nc21
  A: 12%	B: -4%	C: -5%	D: -11%	E: 21%	F: -21%	G: -17%	H: u	I: 8%

> COc1ccccc1Nc1nc2ccc(C)cc2n2cnnc12
  A: 6.9%	B: 2%	C: -2%	D: -41%	E: 47%[activator]	F: u	G: -21%	H: 0%	I: 40%[activator]

> O=[N+]([O-])c1ccccc1SN(Cc1ccccc1)c1ccccn1
  A: -1.6%	B: -3%	C: -8%	D: -13%	E: 9%	F: 1%	G: -10%	H: -2%	I: -7%

> COC(=O)CCC(=O)N1CCc2cc(S(=O)(=O)N3CCN(c4ccccc4Cl)CC3)ccc21
  A: 2.6%	B: 3%	C: 2%	D: 6%	E: 28%[57.1 µM]	F: 7%	G: -2%	H: -19%	I: 9%[57.1 µM]

> CCOC(=O)C(NCc1ccc2c(c1)OCO2)(NC(=O)CC)C(F)(F)F (stereo not given)
  A: 1.0%	B: 1%	C: 1%	D: -12%	E: -2%[57.1 µM]	F: -14%	G: -15%	H: 14%	I: 6%[57.1 µM]

> CN(Cc1cccnc1)C(=O)c1cc(COc2ccc3c(c2)CCCC3)on1
  A: 3.5%	B: 5%	C: 0%	D: 14%	E: -6%	F: 0%	G: -17%	H: 13%	I: -7%

> COc1ccccc1NC(=O)C1=C(C)Nc2ncnn2C1c1ccccc1C (stereo not given)
  A: 0.6%	B: -2%	C: 1%	D: 11%	E: -20%	F: -1%	G: -1%	H: -7%	I: -3%

> Cc1ccc(SCCN2CCN(C)CCC2=O)cc1
  A: -2.6%	B: 9%	C: 1%&3%	D: 8%&-2%	E: 5%&2%	F: -5%	G: -14%	H: 20%	I: 1%&2%

> O=C(CCc1nnc2n(Cc3ccccc3Cl)c(=O)c3ccccc3n12)Nc1ccccc1
  A: 7.1%	B: 0%	C: 4%	D: -16%	E: 27%	F: 2%	G: -16%	H: -23%	I: 6%

> COc1ccc(S(=O)(=O)N2CCOCC2)cc1NC(=O)C1COc2ccccc2O1 (stereo not given)
  A: -0.2%	B: -9%	C: -5%	D: 2%	E: -4%[57.1 µM]	F: -6%	G: -5%	H: -15%	I: -4%[57.1 µM]

> CCC(=O)Nc1cc(-c2nn(C)c(=O)c3ccccc23)ccc1N1CCCCC1
  A: 1.6%	B: 0%	C: 2%	D: 15%	E: 7%	F: 5%	G: -12%	H: 30%[activator]	I: 1%

> CC(NC(=O)Cn1cc([N+](=O)[O-])cn1)c1ccc(C(C)(C)C)cc1 (stereo not given)
  A: x	B: 3%	C: -1%	D: -24%	E: 28%	F: -1%	G: -23%	H: -52%	I: 4%

> Cc1ccc(OCC(=O)Nc2ccc(CN3CCCCC3)cc2)c(C)c1
  A: -3.2%	B: 8%	C: 2%	D: 16%	E: 31%[57.1 µM]	F: -9%	G: -4%	H: 6%	I: 4%[57.1 µM]

> Cc1[nH]c2ccccc2c1C(=O)COC(=O)C1CC(O)CN1S(=O)(=O)c1ccc(Cl)cc1 (stereo not given)
  A: 0.3%	B: -3%	C: -2%	D: u	E: -1%	F: -13%	G: -1%	H: 18%	I: -5%

> CS(=O)(=O)c1nc(-c2ccccc2)cc(C(F)(F)F)n1
  A: 0.9%	B: 1%	C: -7%	D: u	E: 18µM*	F: -14%	G: -16%	H: -3%	I: 4%

Of the compounds above, 2 contain a nitro group on carbon:
Codes: A = RXFP1 agonist; B = IDH1 R132H inh; C = Vif-A3G inh; D = RGS4 inh; E = TrxR1 inh; F = Vif-A3F inh; G = USP1-UAF1 inh; H = ALOX12 inh; I = TrxR1 substrate
> O=[N+]([O-])c1ccccc1SN(Cc1ccccc1)c1ccccn1
  A: -1.6%	B: -3%	C: -8%	D: -13%	E: 9%	F: 1%	G: -10%	H: -2%	I: -7%

> CC(NC(=O)Cn1cc([N+](=O)[O-])cn1)c1ccc(C(C)(C)C)cc1 (stereo not given)
  A: x	B: 3%	C: -1%	D: -24%	E: 28%	F: -1%	G: -23%	H: -52%	I: 4%

Other compounds:
Codes: A = RXFP1 agonist; B = IDH1 R132H inh; C = Vif-A3G inh; D = RGS4 inh; E = TrxR1 inh; F = Vif-A3F inh; G = USP1-UAF1 inh; H = ALOX12 inh; I = TrxR1 substrate
> COC(=O)c1ccc(CSc2nc3ccccc3o2)cc1
  A: 1.4%	B: 5%	C: 4%	D: -14%	E: 25%	F: 0%	G: -15%	H: -6%	I: 7%

> Cc1ccc(S(=O)(=O)CC(=O)c2ccccc2[N+](=O)[O-])cc1
  A: -0.5%	B: -6%	C: 1%	D: -1%	E: u	F: -5%	G: -20%	H: 7%	I: -1%

> O=C(O)/C(=C\c1ccc(Br)cc1)c1ccc(S(=O)(=O)N2CCCCC2)s1
  A: 2.8%	B: -12%	C: -4%	D: 4%	E: 8%[57.1 µM]	F: 5%	G: -4%	H: u	I: 1%[57.1 µM]

> COc1ccc(C(=S)N2CCN(c3ccccc3C)CC2)cc1OC
  A: x	B: 2%	C: -15%	D: u	E: -1%[57.1 µM]	F: 11%	G: u	H: -30%	I: -11%[57.1 µM]

> O=C(CCN1CCOCC1)c1ccc2c(c1)OCCO2
  A: 1.4%	B: 5%	C: -18%	D: u	E: 4µM*	F: -1%	G: -28%	H: 41%[activator]	I: 7%

> O=c1[nH]c(CN2CCN(c3ccccn3)CC2)nc2c(Br)cc(Br)cc12
  A: 4.1%	B: -9%	C: 0%	D: 4%[11.4 µM]	E: 6%	F: -1%	G: -10%	H: u	I: -2%

> Cc1cc(C)nc(N2N=C(C(C)(C)C)CC2=O)n1
  A: 2.9%	B: 9%	C: 0%	D: -43%	E: 40µM*	F: 1%	G: -22%	H: 20%	I: 10%

> Cc1cccc(NC(=O)CN2C(=O)c3cccnc3Oc3ccc(Cl)cc32)c1C
  A: 2.0%	B: 7%	C: 3%	D: -10%	E: -10%	F: u	G: -1%	H: u	I: 0%

> O=c1[nH]c2ccc([N+](=O)[O-])cc2nc1/C=C(\O)c1ccccc1
  A: -0.3%	B: -1%	C: -4%	D: 15%	E: 32%	F: u	G: -27%	H: -6%	I: 5%

> Cc1ccc(S(=O)(=O)NC(=NC2CCCCC2)c2ccc(F)cc2)cc1
  A: 0.5%	B: 1%	C: 3%	D: -15%	E: 32%[57.1 µM]	F: -20%	G: -7%	H: 1%	I: 8%[57.1 µM]

> O=C(O)CSc1nnc(CNc2ccc(F)cc2)n1-c1ccccc1
  A: 2.8%	B: 0%	C: -2%	D: 5%	E: 8%	F: 7%	G: -15%	H: -17%	I: 9%

> COc1ccc(C2N(c3ccc(F)cc3)C(=O)C3CCCN32)cc1 (stereo not given)
  A: -0.2%	B: -5%	C: -6%	D: 14%	E: 5%[57.1 µM]	F: 1%	G: -13%	H: 492%[activator]	I: 10%[57.1 µM]

> CCOC(=O)CNC(=O)c1cc(-c2ccc3c(c2)OCCO3)oc1C
  A: 1.2%	B: 1%	C: 0%	D: -29%	E: -14%	F: -2%	G: -16%	H: u	I: 6%

> CSc1ncccc1C(=O)OCC(=O)c1cc(C)n(CC2CCCO2)c1C (stereo not given)
  A: 2.2%	B: 2%	C: -1%	D: 9%	E: 11%	F: -7%	G: -20%	H: 3%	I: 1%

> CCOc1ccc(N(CC(=O)NC(C)(C)C)C(=O)CCC(=O)Nc2nccs2)cc1
  A: 1.4%	B: 0%	C: -6%	D: -42%	E: 10%[57.1 µM]	F: -2%	G: -9%	H: -24%	I: -1%[57.1 µM]
